# Screening results deposited in PubChem BioAssay by several laboratories.
# GALR2 antag: blocks the human galanin receptor 2; O43603; GALR2-expressing cells, antagonist mode; inhibition, % at 4 µM; 140,000 tested, 0.39% active; AID 828; in the data active = inhibition above about 27%;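 also: cells stimulated with galanin 1-16 at roughly its EC80; 0% = agonist challenge control and 100% = basal control without agonist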
# Target sequence (O43603 whole entry, looked up): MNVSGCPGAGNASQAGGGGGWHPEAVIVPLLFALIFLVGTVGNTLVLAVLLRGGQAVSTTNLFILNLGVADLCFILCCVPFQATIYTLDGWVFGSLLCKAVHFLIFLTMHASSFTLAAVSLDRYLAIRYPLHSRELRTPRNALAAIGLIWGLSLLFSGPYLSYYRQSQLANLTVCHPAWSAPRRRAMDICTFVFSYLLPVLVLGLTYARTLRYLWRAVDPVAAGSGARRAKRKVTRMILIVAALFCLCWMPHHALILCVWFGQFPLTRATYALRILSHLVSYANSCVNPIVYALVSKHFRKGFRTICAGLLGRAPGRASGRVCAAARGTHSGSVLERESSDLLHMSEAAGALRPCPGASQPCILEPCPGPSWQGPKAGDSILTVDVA
# E-sel TNF inh: TNF alpha driven E-selectin expression inhibition | HUVEC TNFa-induced E-selectin immunofluorescence, high content | 120,000 tested, 0.71% active | inhibition, % at 2 µM;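 active = inhibition above the batch mean plus 3 SD, and confirmed as a hit on visual image review, cut at about 43% in these data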;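 also: 0% = TNF-stimulated DMSO wells and 100% = unstimulated control wells; not every result past the cut was called active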
# Yeast lifespan up: yeast lifespan extension; S. cerevisiae growth with nicotinamide, OD615; deaD strain in restrictive glucose medium; inhibition of the nicotinamide effect, % at 10 µM; 130,000 tested, 0.68% active; AID 775;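 active = inhibition above a set limit, placed 3 SD over the median of all compounds, cut at about 26% in these data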;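 also: 0% = nicotinamide-treated wells and 100% = cells grown without nicotinamide; some compounds called inactive have numbers as strong as hits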
#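 Test system – modified budding yeast, DeaD strain · Compound – single dose 10 µM compound, 0.25% DMSO · Times – culture preincubation 4 h, compound exposure 48 h, both 30 °C · Detection – optical density (absorbance) at 615 nm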
# Yeast growth inh: yeast BB579 growth reduction in restrictive medium | S. cerevisiae BB579 growth, OD615, 48 h | inhibition, % at 10 µM | 140,000 tested, 0.51% active;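 active = inhibition above a set limit, 3 SD over the mean compound inhibition, cut at about 44% in these data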; also: inactives centre near -24
#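 Test system: S. cerevisiae DeaD strain BB579 yeast; Medium: restrictive CSMM-D medium; Compound: one dose, 10 µM compound with 0.25% DMSO; Incubation: 4 h cell preincubation, 48 h compound exposure, 30 °C humidified; Signal: OD at 615 nm; Benchmarks: amphotericin B at 10 µg/mL as positive control.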
# PTEN del growth: PTEN-deleted cell growth suppression; HCT116 PTEN-null viability, CellTiter-Glo, 60 h; active compounds read low; viability, % at 10 µM; 140,000 tested, 1.2% active;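 active = viability at or below a set limit, 4 SD under the median of all tested compounds, cut at about 3.7% in these data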;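 also: PTEN knockout HCT116 line with beta catenin targeted HCT116 as companion control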
# Measles CPE: protection of cells from measles virus. Measles virus-infected cells, CPE protection, absorbance. protection (pct of control), % at 4 µM. 140,000 tested, 1.5% active; in the data active = protection mostly above about 24%, no sharp cut-off; inactive = mostly below about 26%; also: some compounds called inactive have numbers as strong as hits
# Phagocyt inh: blocks phagocytosis by macrophages. 110,000 tested, 0.07% active. AID 1029. J774A.1 macrophage IgG-bead phagocytosis, imaging. inhibition, % at 5 µM;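 active = inhibition above the mean of the plate negative controls plus 5 SD, cut at about 13% in these data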;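 also: phagocytic index as fraction of beads internalized from green versus red external bead signal; plate controls were DMSO negative control for no effect and cytochalasin-D positive control for full effect; some results beyond the cut were filed as inactive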
# NPY-Y2 antag: blocks the human neuropeptide Y Y2 receptor; NPY-Y2 expressing cells, antagonist mode; 140,000 tested, 0.99% active; P49146; AID 793; inhibition, % at 2.7 µM; in the data active = inhibition above about 17%;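 also: 0% = vehicle with agonist challenge and 100% = reference antagonist with challenge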
# Target sequence (P49146 whole entry, looked up): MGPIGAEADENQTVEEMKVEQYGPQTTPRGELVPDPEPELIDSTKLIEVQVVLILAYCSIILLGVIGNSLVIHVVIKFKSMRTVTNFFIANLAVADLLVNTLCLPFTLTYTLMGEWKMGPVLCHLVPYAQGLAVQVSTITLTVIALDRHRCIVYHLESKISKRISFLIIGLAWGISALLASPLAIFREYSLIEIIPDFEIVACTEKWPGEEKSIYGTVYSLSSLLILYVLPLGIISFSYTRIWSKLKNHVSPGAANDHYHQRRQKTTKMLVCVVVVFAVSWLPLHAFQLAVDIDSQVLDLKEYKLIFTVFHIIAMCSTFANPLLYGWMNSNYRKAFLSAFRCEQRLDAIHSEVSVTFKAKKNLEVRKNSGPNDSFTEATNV
# HCT116 bCat-KO: beta-catenin-lacking colon tumor cell growth suppression | viability, % at 10 µM | AID 818 | HCT116 beta-catenin knockout viability, CellTiter-Glo, 60 h; active compounds read low | 140,000 tested, 1.5% active;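 active = viability at or under a set limit, the compound median less 4 SD, cut at about 6% in these data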;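 also: 0% = Hyamine 1622 control at 20 µM and 100% = untreated cell control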
# MRP1 act: activators of MRP-1; H69AR cells + doxorubicin, viability rescue, CellTiter-Glo; viability increase, % at 10 µM; 140,000 tested, 0.61% active; AID 799;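 active = viability gain under doxorubicin at or above a set limit, the compound median plus 3 SD, cut at about 4.7% in these data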;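 also: MRP-1 overexpressing cells given doxorubicin 25 µM after compound pretreatment; 18-22 h compound pretreatment then 72 h with doxorubicin before readout; 0% = doxorubicin-only wells and 100% = vehicle-treated cells without doxorubicin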
# The depositor's hits bear a star; . = no result given.
No.	Compound	GALR2 antag	E-sel TNF inh	Yeast lifespan up	Yeast growth inh	PTEN del growth
1	CN(C)c1ccc(C(=S)N2CCOCC2)cc1Br	4	-1	15	7	91
2	Cc1cc(C)cc(NS(=O)(=O)c2ccc(NC(=O)C3CCCCC3C(=O)O)cc2)c1 (centres undefined)	15	.	2	-28	95
3	CSc1c(-c2ccccc2)nc2ccc(Cl)cc2c1C(=O)O	-1	23	-14	7	97
4	Cc1ccc(S(=O)(=O)c2nc(C)c3c(n2)CCC3)cc1	22	-21	-7	-34	94
5	O=C(Nc1nc2ccccc2[nH]1)C1CC(=O)N(c2ccc3c(c2)OCCO3)C1 (centres undefined)	15	2	2	-29	79
6	Cc1ccnc2nc(C(=O)N3CCN(c4ccc(F)cc4)CC3)nn12	-4	-23	-11	-20	100
7	CCN1/C(=C2/OC(=S)N(C)C2=O)Sc2ccccc21	-16	.	-7	-6	93
8	COc1cccc2c(=S)c(CCC(C)=O)c(C)[nH]c12	0	.	-6	-11	98
9	COC(=O)c1ccccc1S(=O)(=O)N(CCCN1CCOCC1)Cc1cccs1	-7	-25	-7	14	88
10	Cc1cc(C)cc(OCCCC(=O)O)c1	-5	9	-12	-55	111
11	CSc1ccc(/C=N/NC(=O)CNc2cccc3ccccc23)cc1	11	.	0	-21	92
12	CCn1cc(Br)c(C(=O)Nc2ccc(F)c(Cl)c2)n1	8	-24	-9	-22	87

No.	Measles CPE	Phagocyt inh	NPY-Y2 antag	HCT116 bCat-KO	MRP1 act
1	33	0	2	98	-2.9
2	7	.	0	96	0.0
3	1	.	2	99	2.1
4	14	0	-1	87	-0.7
5	7	0	4	82	-1.1
6	1	-1	2	113	0.2
7	13	0	2	97	-0.6
8	18	-3	1	90	-1.0
9	12	.	2	85	-2.0
10	3	0	3	93	1.5
11	31	-10	1	93	-1.0
12	3	1	2	93	-1.9

# (listing goes on)
No.	Compound	GALR2 antag	E-sel TNF inh	Yeast lifespan up	Yeast growth inh	PTEN del growth
13	CC(C)SC1=NC(C)(C)C=C(/C=C/c2c(Cl)cccc2Cl)N1	-9	6	-2	-25	14
14	COc1ccc2nc(SCC(N)=O)[nH]c2c1	-10	-27	-8	-9	101
15	CC(C)(C)c1ccc(S(=O)(=O)NC(Cc2ccccc2)C(=O)O)cc1 (centres undefined)	-12	16	-7	1	112
16	CCOC(=O)/C(=N\Nc1ccccc1)c1csc(Nc2ccc(C)cc2)n1	12	12	-2	-1	34
17	CCOC(=O)N1CCN(C(=O)CSc2ncccn2)CC1	-5	.	-6	-21	99
18	Cc1ccc(C(=O)NCCNC(=O)CN2CCCC2)cc1	7	.	-9	-34	86
19	Cc1cccc(NS(=O)(=O)c2ccc(NC(=O)CN(c3cc([N+](=O)[O-])ccc3C)S(C)(=O)=O)cc2)c1	-1	-1	-1	-39	46
20	O=C(c1ccc2c(=O)n(C3CCCC3)c(=S)[nH]c2c1)N1CCc2ccccc21	5	-2	-8	-43	59
21	CC(C)c1[nH]nc2c1C(c1ccc(OC(=O)c3ccco3)cc1)C(C#N)=C(N)O2 (centres undefined)	8	.	-4	8	91
22	Cc1ccccc1OCc1nc2ccccc2c(=O)n1/N=C/c1cn[nH]c1-c1ccccc1	9	-4	7	-30	31
23	CC(=O)c1cnn(-c2cc(Oc3cccc(C)c3)ncn2)c1C	2	6	-12	-31	90
24	O=C(Nc1ccc2c(c1)oc1ccccc12)c1cccnc1	-2	11	-14	-36	75

No.	Measles CPE	Phagocyt inh	NPY-Y2 antag	HCT116 bCat-KO	MRP1 act
13	7	-1	8	14	-5.2
14	5	1	1	102	0.0
15	1	0	15	94	-1.1
16	8	0	-2	42	-4.9
17	2	.	7	93	-1.4
18	6	-1	4	94	1.4
19	29	-3	-5	57	-4.9
20	10	2	-1	71	-2.6
21	4	-1	2	88	-0.4
22	13	-3	0	34	-5.3
23	51*	4	-3	99	1.0
24	3	-1	-1	88	-1.6

# Additional records follow.
No.	Compound	GALR2 antag	E-sel TNF inh	Yeast lifespan up	Yeast growth inh	PTEN del growth
25	O=C(Nc1ccc(Cl)cc1)N(C1=NCCC1)c1ccc(OC(F)F)cc1	3	-5	-26	-33	89
26	C/C(=N\Nc1nc2ccccc2[nH]1)c1cc2ccccc2o1	18	.	-9	-41	50
27	Cn1c(CN2CCOCC2)nnc1SCC(=O)NC1CCCCC1	-6	-28	-5	-8	98
28	CC(c1ccccn1)N(CCN(C)C)C(=S)Nc1ccccc1F (centres undefined)	-2	-3	3	-27	100
29	O=C(Nc1ccc2c(c1)OCO2)Nc1ccc(Br)cn1	-5	-16	-16	-20	75
30	O=C(NC1CCCC1)C1CC(=O)N(CCc2ccccc2)C1 (centres undefined)	14	-14	-1	-58	110
31	COC(=O)c1cc(Cl)c(NC(=O)/C=C/c2ccc(OC)c(OC)c2)cc1OC	1	-23	-3	-27	95
32	O=C1S/C(=C\c2ccccn2)C(=O)N1Cc1ccccc1F	3	.	8	-13	100
33	COc1ccc(-c2nc(O)c3cnccn23)cc1	-9	.	3	-4	98
34	CC(C)C[C@@H](N)c1nnc(SCC(=O)c2ccc(Cl)cc2)o1	6	0	-2	-19	88
35	COc1ccc(N2C(=O)C(Cl)=C(Nc3ccccc3OC)C2=O)cc1	15	-16	-6	-49	108
36	O=C(NCc1ccccc1)[C@@H]1C[C@H]1[C@@H](NP(=O)(c1ccccc1)c1ccccc1)c1ccccc1	2	.	8	-46	76

No.	Measles CPE	Phagocyt inh	NPY-Y2 antag	HCT116 bCat-KO	MRP1 act
25	9	-1	2	78	-0.9
26	12	-8	11	49	-4.7
27	4	.	2	97	-1.1
28	14	.	2	103	-0.3
29	-1	-3	1	66	0.1
30	4	-2	2	90	-0.3
31	7	-1	3	91	-1.5
32	3	-4	2	100	-2.1
33	5	-2	2	92	-2.6
34	8	.	6	98	-2.9
35	15	1	6	97	-1.8
36	2	.	3	84	-1.8

# 6 compounds from above, sorted by molecular weight, descending:
No.	Compound	GALR2 antag	E-sel TNF inh	Yeast lifespan up	Yeast growth inh	PTEN del growth
36	O=C(NCc1ccccc1)[C@@H]1C[C@H]1[C@@H](NP(=O)(c1ccccc1)c1ccccc1)c1ccccc1	2	.	8	-46	76
25	O=C(Nc1ccc(Cl)cc1)N(C1=NCCC1)c1ccc(OC(F)F)cc1	3	-5	-26	-33	89
34	CC(C)C[C@@H](N)c1nnc(SCC(=O)c2ccc(Cl)cc2)o1	6	0	-2	-19	88
32	O=C1S/C(=C\c2ccccn2)C(=O)N1Cc1ccccc1F	3	.	8	-13	100
26	C/C(=N\Nc1nc2ccccc2[nH]1)c1cc2ccccc2o1	18	.	-9	-41	50
33	COc1ccc(-c2nc(O)c3cnccn23)cc1	-9	.	3	-4	98

No.	Measles CPE	Phagocyt inh	NPY-Y2 antag	HCT116 bCat-KO	MRP1 act
36	2	.	3	84	-1.8
25	9	-1	2	78	-0.9
34	8	.	6	98	-2.9
32	3	-4	2	100	-2.1
26	12	-8	11	49	-4.7
33	5	-2	2	92	-2.6

# The results go on:
No.	Compound	GALR2 antag	E-sel TNF inh	Yeast lifespan up	Yeast growth inh	PTEN del growth
37	O=C(/C=C\c1ccc2c(c1)OCO2)Nc1nnc(SCC(=O)OCc2ccccc2)s1	-6	.	-1	-23	96
38	CC(C)(C)C(=O)Nc1nnc(SCC(=O)NCc2cccs2)s1	2	-20	-20	-8	101
39	COc1ccc(S(=O)(=O)N2CN(Cc3ccco3)c3nc4ccccc4nc32)cc1	4	-10	-8	-70	90
40	Cc1ccnc(NC(=O)c2ccc(NC(=O)c3ccco3)cc2)c1	17	-1	-15	-39	91
41	O=C(CSc1nnc(-c2ccccc2)n1-c1ccc(Cl)cc1)NC1CCS(=O)(=O)C1 (centres undefined)	8	36	-10	-25	88
42	O=C(CN1C(=O)CSc2ccccc21)Nc1ccccc1C(=O)N1CCOCC1	-2	-71	-3	-21	103
43	CCOc1ccc(CCNC(=O)C2CCCN(C(=O)N(C)C)C2)cc1OCC (centres undefined)	6	19	-3	-41	95
44	CC(=O)NC(C(=O)NCC(N)=O)C(C)C (centres undefined)	-11	-3	-9	-11	105
45	Cn1c(=O)c2c(nc(OCc3ccccc3)n2C)n(C)c1=O	-12	.	-16	-58	102
46	CCOC(=O)N1CCN(c2c(-c3ccc(C)cc3)c(=O)c2=O)CC1	14	-1	-4	-43	100
47	COc1ccccc1N1CCN(C(=O)CN(Cc2ccccc2)S(C)(=O)=O)CC1	-8	-59	-16	-18	84
48	COCCN(C(=O)CNC(=O)c1ccco1)C(C(=O)NC1CCCC1)c1cccs1 (centres undefined)	-11	-17	.	-26	94

No.	Measles CPE	Phagocyt inh	NPY-Y2 antag	HCT116 bCat-KO	MRP1 act
37	4	1	2	91	-2.2
38	7	.	2	101	-0.1
39	8	3	3	81	-0.8
40	18	0	0	78	-1.6
41	1	-7	5	95	1.1
42	3	0	-1	99	-0.6
43	1	.	4	102	-2.6
44	11	-2	4	110	-0.6
45	10	0	2	102	-0.6
46	13	.	4	97	-3.1
47	4	-2	1	91	-0.7
48	13	.	3	97	-4.6

# Further compounds:
No.	Compound	GALR2 antag	E-sel TNF inh	Yeast lifespan up	Yeast growth inh	PTEN del growth
49	Cn1c(=O)c2c(nc(Br)n2CCSc2nnnn2-c2ccccc2)n(C)c1=O	25	-6	-13	-18	78
50	COCc1[nH]nc2c1C(c1ccc(OC)c(OC)c1)C(C#N)=C(N)O2 (centres undefined)	-18	16	-6	-5	104
51	O=C(NNc1cc(N2CCOCC2)nc(N2CCOCC2)n1)C12CC3CC(CC(C3)C1)C2	-10	.	0	-11	90
52	C/C(=N\NC(=O)Cc1cccn1C)c1cccc2ccccc12	-5	-16	-9	-53	91
53	O=C(c1ccco1)N1CCN(C(=O)C2CC2)CC1	-6	14	0	-23	102
54	COc1ccc(C)cc1NCC(=O)Nc1ccc(C(C)(C)C)cc1	-2	.	-5	-15	95
55	CC(Oc1ccccc1)C(=O)Nc1ccccc1F (centres undefined)	2	9	-14	-16	91

No.	Measles CPE	Phagocyt inh	NPY-Y2 antag	HCT116 bCat-KO	MRP1 act
49	38	-1	2	74	-0.1
50	3	.	-2	102	1.1
51	10	8	3	96	-3.5
52	10	0	1	86	-1.4
53	10	-3	0	88	0.1
54	28	-7	-1	91	-3.4
55	1	.	2	88	-0.5
